PhoP inhibition = PhoP-dependent GFP reporter repression – Salmonella Typhimurium, primary screen (AID 1863) | 300,000 tested, 0.16% active | S. Typhimurium PhoP-regulated promoter GFP reporter, 4 h; higher % means a stronger effect | one-dose inhibition, % at 50 µM; IC50 in µM for titrated hits;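 active = inhibition over 29.93%, a cutoff 3 SD above the screen mean, later confirmed by dose response; inconclusive = inhibition over 29.93% but no dose response follow-up; inactive = inhibition at most 29.93% or unconfirmed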;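 note: 0% = low Mg2+ inducing control and 100% = high Mg2+ repressing control; strong numbers were not always called active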
HEK293 NOD2/NF-kB = NOD2 signaling inhibitors, cell-based, luminescence, uHTS, HEK293 (AID 1566). HEK293 NOD2/NF-kB luciferase reporter, luminescence; higher % means a stronger effect. inhibition, % at 4 µM, or EC50 in µM where a hit was titrated. 290,000 tested, 0.63% active; note: many of its hits are not listed in these tables
KOR beta-arrestin-1 = kappa opioid receptor activators – cell-based, luminescence, uHTS, primary screen (AID 1777); KOR beta-arrestin recruitment, luminescence; higher % means a stronger effect; activation, % at 10 µM, or EC50 in µM where a hit was titrated; 280,000 tested, 0.02% active; in the data active = activation above about 50%, passing the limit was not always enough; note: a part of the inactive calls stands beside numbers as strong as those of hits
LYP inhibition = PTPN22 lymphoid phosphatase activity blockers – biochemical, fluorescence intensity, uHTS (AID 1779); recombinant LYP phosphatase, fluorescence intensity; higher % means a stronger effect; one-dose inhibition, % at 11.5 µM; IC50 in µM for titrated hits; 290,000 tested, 0.054% active;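 note: plate controls were vehicle with enzyme for no effect and no enzyme for full effect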
NOD1 NF-kB reporter = inhibition of NOD1-driven NF-kB reporter – cell-based, luminescence, uHTS, primary screen (AID 1578); NOD1-driven NF-kB luciferase reporter cells, luminescence; higher % means a stronger effect; inhibition, % at 4 µM, or EC50 in µM where a hit was titrated; 290,000 tested, 1% active; in the data active = inhibition mostly above about 36%, no sharp cut-off; inactive = mostly below about 34%;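 note: HEK-293T reporter cells stimulated with the NOD1 agonist gamma-tri-DAP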
HIV fusion peptide = cell-free HIV fusion peptide-binding blockers – biochemical, uHTS, fluorescence dequenching, primary screen (AID 1986); one-dose inhibition, % at 20 µM; IC50 in µM for titrated hits; 290,000 tested, 0.3% active; cell-free peptide binding, fluorescence dequenching, 30 min; higher % means a stronger effect; in the data active = inhibition mostly above about 52%, no sharp cut-off; inactive = mostly below about 76%; note: some results filed as inactive read as strong as hits
SIAH1 antagonists = Siah-1 peptide-binding antagonists, primary screen, biochemical, fluorescence polarization, rhodamine-plectin, uHTS (AID 1817). 290,000 tested, 0.02% active. Siah-1 / rhodamine-plectin peptide fluorescence polarization; higher % means a stronger effect. displacement, % at 20 µM; hits with a dose series show IC50 in µM;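 active = displacement of at least 50% at 20 µM, with a fluorescence ratio check between 0.3 and a set limit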;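 note: plate controls were Siah plus tracer with DMSO for no effect and tracer alone without Siah for full effect; strong numbers were not always called active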
KOR beta-arrestin-2 = kappa opioid receptor blockers – cell-based, luminescence, uHTS (AID 1778); KOR beta-arrestin recruitment, luminescence, antagonist mode; higher % means a stronger effect; inhibition, % at 10 µM, or IC50 in µM where a hit was titrated; 290,000 tested, 0.091% active; note: strong numbers were not always called active
Myeloid diff MLP = promotes myeloid progenitor differentiation. 360,000 tested, 1% active. AID 624256. calls only at 10 µM. ER-HoxA9 myeloid progenitors, lysozyme-GFP differentiation, flow cytometry;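 active = normalized GFP-positive differentiation at or above the plate's own cutoff, the solvent-only control mean plus 3 SD; inconclusive = no clear call, values can overlap the other calls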;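 note: cells exposed to compound for four days before flow analysis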
Myeloid diff MLP GFP+ MAC1+ % = also measured in Myeloid diff MLP; calls as there; GFP+ MAC1+ double positive, %; measured here: differentiation confirmed by MAC1 staining
* hit, by the source's call; i = inactive; ? = inconclusive; · = no result given; [ ] = dose if it differs, or a comment. Cut-off read from the data, not from the text of the source, unless noted: active = inhibition above about 50%; inactive = the rest.

The opening two entries, to show the layout:
Order of values – Myeloid diff MLP, PhoP inhibition, NOD1 NF-kB reporter, HIV fusion peptide, Myeloid diff MLP GFP+ MAC1+ %, SIAH1 antagonists, KOR beta-arrestin-2, KOR beta-arrestin-1, HEK293 NOD2/NF-kB, LYP inhibition
Cc1ccc(NS(=O)(=O)c2cc(C(=O)N3CCN(C)CC3)ccc2C)cc1C
→ i, -5%, -38%, 1.2%, 0.3, -3%, -31%, 0.1%, 0%, -7%
Cc1ccc(C(=O)/C=C/N(C)C)o1
→ i, 4%, -18%, 0.8%, 0.3, 6%, -21%[20 µM], -4.7%, 12%, -3%

Results, from the start:
Order of values – Myeloid diff MLP, PhoP inhibition, NOD1 NF-kB reporter, HIV fusion peptide, Myeloid diff MLP GFP+ MAC1+ %, SIAH1 antagonists, KOR beta-arrestin-2, KOR beta-arrestin-1, HEK293 NOD2/NF-kB, LYP inhibition
Cc1ccc(NS(=O)(=O)c2cc(C(=O)N3CCN(C)CC3)ccc2C)cc1C
→ i, -5%, -38%, 1.2%, 0.3, -3%, -31%, 0.1%, 0%, -7%
Cc1ccc(C(=O)/C=C/N(C)C)o1
→ i, 4%, -18%, 0.8%, 0.3, 6%, -21%[20 µM], -4.7%, 12%, -3%
CCCCN(CCCC)c1nc2ccccc2nc1C(C#N)C(=O)NCCCOC (stereo not drawn)
→ i, -8%, 2%, 0.6%, 0.7, -2%, -33%, -12%, 18%, -3%
Cc1ccc(C)c(OCC(=O)Nc2ccc(S(=O)(=O)Nc3onc(C)c3C)cc2)c1
→ i, 0%, -25%, 6.0%, 0.9, 0%, 13%, 0.4%, -2%, 0%
COc1cc(S(=O)(=O)N2CCN(C)CC2)c(OC)cc1Cl
→ i, 7%, -27%, 1.3%, 0.6, 4%, 4%, -0.8%, 7%, -7%
CCN1CCCc2cc(CN(CCN3CCOCC3)C(=S)Nc3ccccc3C)ccc21
→ i, -8%, 10%, 0.3%, 0.3, 2%, 10%, -16%, 12%, -8%
Cc1cc(C)n(-c2cccc3cccnc23)n1
→ i, -1%, -12%, -1.0%, 0.8, -1%, 8%, 2.2%, -8%, -8%
N#CC1=C(N)NC(SCc2ccccc2)=C(C#N)C12CCCC2
→ i, 5%, 5%, 0.5%, 0.4, 4%, 26%, 0.6%, -3%, -5%
CC1(C)CC(=O)C2=C(C1)OC1=C(C(=O)CC(C)(C)C1)C2(C)C
→ ·, 4%, 8%, 1.4%, ·, 3%, 7%, -0.4%, 10%, -5%
Cc1ccccc1NC(=O)CCCN1C(=O)C2CC=CCC2C1=O (stereo not drawn)
→ i, -8%, -21%, 2.7%, 1.2, 4%, 3%, 2.4%, 4%, -10%
COCCN(CCOC)c1cc(C)c(C#N)c2nc3ccccc3n12
→ i, -4%, -7%, 1.5%, 0.6, -4%, -4%, -1.2%, 8%, -3%
CCN(C(=O)COC(=O)c1cccnc1Nc1cccc(C(F)(F)F)c1)C1CCS(=O)(=O)C1 (stereo not drawn)
→ i, -8%, 15%, -2.3%, 0.2, -1%, 0%, -1.1%, 1%, -3%
CC(Oc1ccc(Cl)cc1Cl)C(=O)Nc1cccc(O)c1 (stereo not drawn)
→ i, -10%, -17%, -0.7%, 0.3, 0%, 8%[20 µM], 1.0%, -25%, -4%
CC(=O)/C=C1\SC(CC(=O)O)C(=O)N1c1ccccc1 (stereo not drawn)
→ i, -4%, -11%, 0.7%, 2.7, 1%, -7%, 1.2%, 2%, 4%
COc1ccc(NC(=O)c2cccs2)cc1NC(=O)c1ccco1
→ i, -1%, -26%, 1.0%, 0.5, 0%, -7%, -3.9%, 0%, -10%
O=C(CSc1ccc2nnc(-c3ccccn3)n2n1)Nc1cccc(F)c1
→ i, -5%, -21%, -1.9%, 0.4, 6%, 6%, 2.5%, 14%, -7%
CCOc1ccc(NC(=O)CSc2nnc(Cc3cccn3C)n2-c2ccc(F)cc2)cc1
→ i, -2%, -33%, 0.6%, 3.4, 1%, -3%, -4.2%, 13%, -1%
CCCN(Cc1cc2cc(C)ccc2[nH]c1=O)S(C)(=O)=O
→ i, 4%, -18%, 3.4%, 1.0, 2%, 10%, 1.1%, 10%, -8%
CCC(C)(C)NC(=O)COc1ccc(OCc2ccccc2)cc1
→ i, -7%, -15%, -1.9%, 0.6, -2%, -18%, -4.8%, 10%, -4%
Cn1c(=O)cc(Nc2ccccc2)c2c(=O)n(-c3ccccc3)c(=O)n(-c3ccccc3)c21
→ i, 3%, 4%, 0.3%, 0.5, -3%, 21%, 4.2%, 16%, -5%
Cc1ccccc1CC1CCN(CCCNC(=O)Nc2ccccc2)CC1
→ i, 6%, 1%, 1.3%, 0.3, -2%, -32%[20 µM], 3.3%, -6%, -5%
NC(=S)Nc1nccc(-c2cccs2)n1
→ i, -15%, -42%, 0.8%, 1.1, 6%, -27%, 2.1%, -12%, 5%
CC(C)N1CCc2c(sc(NC(=O)c3ccc([N+](=O)[O-])o3)c2C(N)=O)C1
→ ?, 18%, 15%, -1.8%, ·, 0%, 15%, -2.4%, 4%, 3%
CCn1c(SCC(=O)NCc2cccs2)nnc1-c1ccco1
→ i, -7%, 4%, -1.8%, 0.3, -3%, -4%, 14%, -15%, -5%
Cc1ccc(NC(=O)c2cnccn2)nc1
→ i, -2%, -70%, -0.6%, 8.3, 0%, 18%, -1.9%, -32%, -10%
CCS(=O)(=O)NCC(c1ccco1)N1CCN(c2ccccc2F)CC1 (stereo not drawn)
→ i, 9%, -17%, -1.9%, 0.4, 12%, 12%, 4.8%, 16%, -8%
O=C(CNC(=O)c1ccc(N2C(=O)c3ccccc3C2=O)cc1)OCC(=O)c1cccc2ccccc12
→ i, 0%, -3%, 2.8%, 0.1, 17%, -10%, 6.8%, 16%, -1%
COc1cc(OC)c2c(-c3ccccc3)cc(=O)oc2c1C(CCN1CCCC1)c1ccc2c(c1)OCO2 (stereo not drawn)
→ i, 3%, -2%, 1.4%, 0.4, 10%, -1%, 0.9%, 23%, -13%
CN1/C(=C\C(=O)Nc2ccc(F)cc2)C(C)(C)c2ccccc21
→ i, -14%, 6%, 1.1%, 0.8, 2%, -46%, 10%, -15%, -4%
CCC(CC)C(=O)c1c[nH]c(C(=O)NCCCN2CCOCC2)c1
→ i, 18%, -34%, 3.1%, 0.3, -1%, 4%, 2.8%, 15%, -7%
CCOC(=O)N1CCC(c2[nH][nH]c(=O)c2C)CC1
→ i, -5%, -20%, -0.6%, 0.7, 5%, -2%, -1.2%, 2%, 0%
O=C(NCc1ccc2c(c1)OCO2)C(=O)Nc1ccccc1
→ i, -5%, -30%, -1.5%, 0.3, -6%, 15%, -2.8%, -16%, -4%
COc1cccc(N2CC(O)=C(c3nc4ccccc4s3)C2=N)c1
→ ?, -8%, -61%, -1.1%, ·, -6%, -282%[20 µM], ·, -113%, 1%
CNC(=S)Nc1cccc(C(=O)O)c1
→ i, 4%, -14%, 0.7%, 0.4, -2%, 14%[20 µM], -1.2%, -7%, 0%
O=C(C(Cl)Cl)N1CCN(Cc2ccccc2)CC1
→ i, -3%, -18%, -2.2%, 0.5, -2%, 25%, -5.4%, 10%, -7%
Cc1ccc(N2C(=O)CC3(CCCC3)CC2=O)cc1
→ i, -12%, -2%, -0.4%, 0.3, -2%, 0%, 4.4%, -1%, -2%
COc1ccc(NC(=O)NC2(C(=O)N3CCCCCC3)CCCCC2)cc1
→ i, 4%, -10%, 0.9%, 0.8, 0%, 5%, 10%, -4%, -6%
COc1ccc(NC(=S)Nc2ccccc2Cl)cn1
→ i, 2%, -15%, 10%, 0.6, 8%, 27%, -5.1%, 14%, -11%
CC(=O)Nc1ccc(NC(=O)C(Sc2ccccc2)c2ccccc2)cc1 (stereo not drawn)
→ i, -10%, 3%, -0.1%, 0.1, 1%, 6%, 3.7%, 23%, -3%
COCCN1CCn2c(nc3cc(NC(=O)NC4CCCCC4)ccc32)C1
→ i, -5%, -30%, 4.3%, 0.9, -2%, ·, ·, -4%, -8%
Nc1nc(SCC(=O)Nc2ccc(Cl)cc2)[nH]c(=O)c1-c1ccccc1
→ i, -7%, -4%, 3.0%, 0.0, 6%, -5%, 2.3%, 16%, -8%
Cc1ccc(NC(NC(=O)c2ccccc2[N+](=O)[O-])C(Cl)(Cl)Cl)cc1 (stereo not drawn)
→ i, 9%, -8%, 0.6%, 1.1, 5%, -13%, 1.4%, -1%, 0%
CCOc1cc(N2CCOCC2)c(OCC)cc1NC(=O)CCC1CCCC1
→ i, -4%, 1%, 1.8%, 1.0, -5%, -37%, 4.9%, 9%, 0%
O=C(CN(C(=O)CNS(=O)(=O)c1ccccc1)c1ccc(Cl)cc1)NCC1CCCO1 (stereo not drawn)
→ i, -5%, -19%, 0.4%, 0.4, 3%, 30%, 1.6%, 16%, -6%
O=C1NC(SCCCF)=N/C1=C/c1ccc(-n2cncn2)cc1
→ i, -8%, -9%, 1.5%, 0.2, 13%, 30%, 0.8%, 19%, -3%
Cc1ccccc1C(=O)OCn1nnc2ccccc2c1=O
→ i, 4%, -28%, 0.4%, 1.6, 2%, 17%, 1.7%, -4%, 6%
Cc1cc2[nH]c(=O)c(=O)[nH]c2cc1S(=O)(=O)N1CCN(c2cccc(Cl)c2)CC1
→ i, ·, -17%, -3.2%, 2.8, 26%, -21%[20 µM], -0.3%, 10%, -5%
CCCc1nc(NCc2ccccn2)c2nnn(Cc3ccccc3F)c2n1
→ i, -7%, 21%, 1.7%, 1.9, 1%, 6%, -1.2%, 37%, -2%
CC(C)c1cc(N2CCOCC2)n2ncc(-c3ccccc3)c2n1
→ i, 7%, -2%, 0.9%, 0.3, -1%, -10%, 1.5%, -6%, -9%
Cc1ccc(C)n1-c1cccc(C(=O)Nc2ccccc2)c1
→ i, 6%, -11%, 0.3%, 1.1, 3%, -17%, 3.6%, -22%, 2%
COc1ccc(N2C(=O)CCC(C(=O)O)C2c2ccc(F)cc2)cc1 (stereo not drawn)
→ i, -4%, -5%, 1.0%, 1.4, 2%, -23%, 2.9%, -4%, -1%
O=C(C(=O)N1CCN(c2cccc(Cl)c2)CC1)c1c[nH]c2ccccc12
→ i, 2%, -23%, -0.2%, 0.4, 4%, -36%, -3.3%, -3%, 1%
COc1cc(/C=C(\NC(C)=O)C(=O)Nc2cccc(O)c2)ccc1OC(C)=O
→ i, 10%, -16%, 1.9%, 0.4, 3%, 12%, -3.0%, 8%, -1%
COc1ccc(NC(=O)c2sc3ncn(CC(=O)N4CCCCC4)c(=O)c3c2C)cc1OC
→ i, 0%, -27%, 2.6%, 0.0, 0%, -31%, -6.3%, 8%, -4%
COC(=O)C1(Cc2cc(-c3ccc(OC)cc3OC)no2)CCN(C(=O)OC(C)(C)C)CC1
→ i, -7%, 0%, 0.7%, 2.2, 14%, -21%[20 µM], -3.9%, 10%, -10%
Cc1c(CC(=O)NCCC(=O)O)c(=O)oc2cc3oc4c(c3cc12)CCCC4
→ i, ·, 11%, -0.2%, 4.5, -7%, -7%, 6.0%, -4%, -8%
Cc1cccc(N2CCN(S(=O)(=O)c3ccc4c(c3)CCCN4C(=O)C3CCC3)CC2C)c1 (stereo not drawn)
→ i, -6%, 22%, -0.2%, 4.7, 2%, -6%, -1.4%, 4%, 8%

Screening data as filed in PubChem BioAssay.

Some of the compounds tested; count on the stated rates, not on these rows.
